HIF act: HIF pathway transcriptional activation; U2OS HRE-luciferase reporter, luminescence; normalized: DMSO 0%, desferrioxamine 100%; activation, % at 7.5 µM (by protocol); hit rate 0.32% among 300,000;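 active = mean activation of at least 10% of the iron chelator positive control signal, with at least half of replicates also reaching 10%; inconclusive = mean and replicate majority disagree about reaching 10%; inactive = mean and most replicates under 10%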
Platelet DG rel: modulates dense granule release in human platelets; hit rate 0.22% among 300,000; inhibition, %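 (compounds screened at 7.5 µM in platelet-rich plasma)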; human platelet-rich plasma, SFLLRN dense granule ATP release, luminescence; AID 1663;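 active = mean replicate score, as percent of positive control, at or above 50; inconclusive = mean below 50 but at least one replicate at or above 50; inactive = mean and every replicate below 50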
HSF1 inh: HSF1 inhibition; AID 2098; activity change, negative = inhibition, % at 7.5 µM (by protocol); NIH3T3-HGL HSE-luciferase, MG132-induced, luminescence 8 h; stronger effect = lower value; hit rate 0.77% among 300,000;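 active = more than half of replicate wells show activity change below -50%, luminescence cut by over half; inconclusive = some wells, but at most half, below -50%; inactive = no replicate well below -50%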;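 note: luciferase reports HSF-1 transcriptional activity via heat shock element; 0% = median of DMSO wells and -100% = zero luminescence signal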
KLF5 inh: inhibitors of KLF5 expression | DLD-1 KLF5 promoter-luciferase reporter, luminescence | inhibition, % at 5 µM | hit rate 0.23% among 290,000 | AID 1700;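 active = inhibition above a per-plate limit of that plate's mean compound inhibition plus 3 SD, cut at about 60% in these data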;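 note: 0% = DMSO wells and 100% = LY294002 at 200 µM; higher means less KLF5 promoter-driven luciferase light; inactives centre near -14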
HSF1 activator: increases HSF-1 driven luciferase reporter signal. NIH3T3-HGL HSF-1 luciferase reporter, MG132, 8 h; 100% = twice DMSO control signal. activation, % at 9 µM. hit rate 1.7% among 300,000;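 active = mean replicate activation of at least 50% with a set share of replicates each reaching 50%; inconclusive = only one of those two conditions met; inactive = mean below 50% and too few replicates reaching it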;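 note: 0% = median of the neutral control wells and 100% = twice that signal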
AI-2 QS modul: modulators of Vibrio harveyi AI-2 quorum sensing system. Vibrio harveyi JMH597 AI-2 luminescence/OD600 ratio, 9 h; stronger effect = lower value; strain lacks LuxN and CqsS sensors; 0 = neutral-control median. activity change, % at 7.5 µM. hit rate 0.4% among 300,000; in the data active = activity change below about -75%, passing the limit was not always enough; inconclusive = no clear call, values can overlap the other calls;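 note: luminescence divided by OD600 gain over 9 h not by final OD600 alone; inactives centre near 13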
IEC-6 cytotox: counter-screen for KLF5 inhibitors: cytotoxicity in IEC-6 cells. inhibition, % at 5 µM. hit rate 0.78% among 290,000. AID 1825. IEC-6 cytotoxicity, luminescence viability; in the data active = inhibition above about 22%;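 note: 0% = plate median of test compound wells and 100% = cytotoxic reference compound wells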
HDAC3 inhib: blocks human histone deacetylase 3; inhibition, % at 8.3 µM; recombinant HDAC3, fluorogenic peptide/trypsin coupled, fluorescence; hit rate 0.15% among 320,000; O15379; AID 2718; in the data active = inhibition above about 26%, passing the limit was not always enough; inconclusive = no clear call, values can overlap the other calls
Target sequence (O15379 whole entry, looked up): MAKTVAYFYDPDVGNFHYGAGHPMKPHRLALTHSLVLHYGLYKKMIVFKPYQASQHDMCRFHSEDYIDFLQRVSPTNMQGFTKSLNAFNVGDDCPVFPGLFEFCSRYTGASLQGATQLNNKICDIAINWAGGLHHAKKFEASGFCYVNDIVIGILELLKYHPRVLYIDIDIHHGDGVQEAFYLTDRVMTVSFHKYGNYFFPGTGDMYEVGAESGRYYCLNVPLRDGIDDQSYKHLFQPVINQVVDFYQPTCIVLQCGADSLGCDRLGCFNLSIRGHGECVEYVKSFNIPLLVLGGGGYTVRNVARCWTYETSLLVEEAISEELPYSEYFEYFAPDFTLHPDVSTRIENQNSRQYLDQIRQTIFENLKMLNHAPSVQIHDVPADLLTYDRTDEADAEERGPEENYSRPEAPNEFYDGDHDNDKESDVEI
aSyn 5UTR inh: MLPCN primary screen, SNCA 5' untranslated region; alpha-synuclein 5'UTR reporter, inhibitor activity; inhibition, % (tested at 7.5 µM); hit rate 0.82% among 300,000; in the data active = inhibition above about 60%; inconclusive = no clear call, values can overlap the other calls;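 note: H4 neuroglioblastoma cells stably carrying SNCA 5'UTR luciferase fusion; 0% = DMSO wells and 100% = positive control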
HSP90 refold inh: HSP90 refolding inhibition in rabbit reticulocyte lysate; hit rate 0.91% among 290,000; AID 1789; inhibition, % at 5.6 µM; luciferase refolding luminescence, 3 h;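 active = inhibition above the screen-wide mean plus 3 SD, computed separately per campaign, cut at about 16% in these data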;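 note: 0% = DMSO wells and 100% = 60 µM geldanamycin wells; inhibitors lower the luminescence because luciferase stays unfolded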
An asterisk follows results filed as active; ? = inconclusive; / = no result given. Hits appear at their usual frequency; about 5% have a hit in one of these screens.

SMILES | HIF act | Platelet DG rel | HSF1 inh | KLF5 inh | HSF1 activator | AI-2 QS modul | IEC-6 cytotox | HDAC3 inhib | aSyn 5UTR inh | HSP90 refold inh
O=C(NC(=S)Nc1cc(Cl)ccc1N1CCOCC1)c1ccccc1[N+](=O)[O-] | -0.3 | 2 | 6 | -13 | 6 | 29 | 2 | 14 | 6 | -4
Cc1cc(C)cc(NC(=O)[C@H](NC(=O)[C@@H]2Cc3ccccc3CN2)c2ccccc2)c1 | 0.1 | 1 | 14 | -6 | 20 | 11 | 5 | 4 | 8 | 4
COc1ccccc1-n1cc(-c2ccccc2)c2c(=S)nc[nH]c21 | -1.0 | 18 | -9 | 1 | -6 | -5 | 1 | 16 | 33 | 5
CC1(C)CC(N2CN(C3CCCCC3)CC2=O)CC(C)(C)N1 | -0.1 | -44 | -13 | 19 | 4 | 22 | 5 | 2 | 11 | 11
CN(Cc1ccccc1)S(=O)(=O)c1ccc2c(c1)CCC(=O)N2 | 0.0 | -2 | 0 | -31 | 7 | 12 | -11 | 1 | 5 | 0
Cc1ccc(C)c(NC(=O)CN2C(=O)COc3ccc(S(=O)(=O)N4CCCC4)cc32)c1 | 0.0 | 5 | 3 | -16 | 10 | 17 | -6 | 1 | -1 | -2
Cc1ccsc1CN(C(=O)c1ccc([N+](=O)[O-])cc1)C1CCS(=O)(=O)C1 (stereo unspecified) | 0.0 | -5 | 0 | 1 | -12 | 10 | 4 | -11 | 3 | -2
CCOc1ncccc1C(=O)OCC(=O)c1cc(OC)ccc1OC | -0.4 | 8 | 4 | -44 | 16 | -8 | -2 | 5 | -10 | -8
O=C(Nc1nncs1)c1ccccc1NS(=O)(=O)c1cccs1 | -0.1 | -4 | 0 | 19 | 15 | 30 | 2 | -32 | 16 | -5
O=C(NCCCNCc1ccccc1)c1ccc(/C=N/O)nc1 | 0.1 | -6 | -5 | -1 | 0 | 17 | -2 | 8 | -11 | 0
COc1ccccc1/C=C1\SC(=O)N(CCC(=O)N2CCCCC2CCO)C1=O (stereo unspecified) | 0.0 | 1 | 5 | -33 | -8 | 6 | -2 | 14 | 1 | 6
Cc1cc(C)cc(NC(=S)N2CCN(c3ncc(C(F)(F)F)cc3Cl)CC2)c1 | -1.0 | 12 | -2 | -25 | -2 | -6 | 0 | -4 | 12 | -1
CCCNC(=O)c1ccccc1NC(=O)Cc1ccc(OC)c(S(=O)(=O)N2CCOCC2)c1 | 0.6 | 5 | -1 | / | 6 | 23 | / | 3 | -7 | /
COc1ccc(NC(=O)C2CCN(S(=O)(=O)c3ccc4c(c3)NC(=O)C(C)S4)CC2)cc1 (stereo unspecified) | -0.1 | 2 | -9 | 6 | -7 | 15 | 10 | 4 | 34 | -4
Cc1ccc(/C(O)=C2\C(=O)C(=O)N(C)C2c2cccc([N+](=O)[O-])c2)cc1 (stereo unspecified) | -0.5 | -2 | -3 | -12 | 12 | -5 | 1 | 2 | 4 | 9

Some of these compounds in order of SMILES length, ascending:
SMILES | HIF act | Platelet DG rel | HSF1 inh | KLF5 inh | HSF1 activator | AI-2 QS modul | IEC-6 cytotox | HDAC3 inhib | aSyn 5UTR inh | HSP90 refold inh
O=C(NCCCNCc1ccccc1)c1ccc(/C=N/O)nc1 | 0.1 | -6 | -5 | -1 | 0 | 17 | -2 | 8 | -11 | 0
CCOc1ncccc1C(=O)OCC(=O)c1cc(OC)ccc1OC | -0.4 | 8 | 4 | -44 | 16 | -8 | -2 | 5 | -10 | -8
O=C(Nc1nncs1)c1ccccc1NS(=O)(=O)c1cccs1 | -0.1 | -4 | 0 | 19 | 15 | 30 | 2 | -32 | 16 | -5
CC1(C)CC(N2CN(C3CCCCC3)CC2=O)CC(C)(C)N1 | -0.1 | -44 | -13 | 19 | 4 | 22 | 5 | 2 | 11 | 11
CN(Cc1ccccc1)S(=O)(=O)c1ccc2c(c1)CCC(=O)N2 | 0.0 | -2 | 0 | -31 | 7 | 12 | -11 | 1 | 5 | 0
COc1ccccc1/C=C1\SC(=O)N(CCC(=O)N2CCCCC2CCO)C1=O (stereo unspecified) | 0.0 | 1 | 5 | -33 | -8 | 6 | -2 | 14 | 1 | 6
Cc1cc(C)cc(NC(=S)N2CCN(c3ncc(C(F)(F)F)cc3Cl)CC2)c1 | -1.0 | 12 | -2 | -25 | -2 | -6 | 0 | -4 | 12 | -1
O=C(NC(=S)Nc1cc(Cl)ccc1N1CCOCC1)c1ccccc1[N+](=O)[O-] | -0.3 | 2 | 6 | -13 | 6 | 29 | 2 | 14 | 6 | -4
Cc1ccsc1CN(C(=O)c1ccc([N+](=O)[O-])cc1)C1CCS(=O)(=O)C1 (stereo unspecified) | 0.0 | -5 | 0 | 1 | -12 | 10 | 4 | -11 | 3 | -2
CCCNC(=O)c1ccccc1NC(=O)Cc1ccc(OC)c(S(=O)(=O)N2CCOCC2)c1 | 0.6 | 5 | -1 | / | 6 | 23 | / | 3 | -7 | /
Cc1ccc(C)c(NC(=O)CN2C(=O)COc3ccc(S(=O)(=O)N4CCCC4)cc32)c1 | 0.0 | 5 | 3 | -16 | 10 | 17 | -6 | 1 | -1 | -2
Cc1ccc(/C(O)=C2\C(=O)C(=O)N(C)C2c2cccc([N+](=O)[O-])c2)cc1 (stereo unspecified) | -0.5 | -2 | -3 | -12 | 12 | -5 | 1 | 2 | 4 | 9
Cc1cc(C)cc(NC(=O)[C@H](NC(=O)[C@@H]2Cc3ccccc3CN2)c2ccccc2)c1 | 0.1 | 1 | 14 | -6 | 20 | 11 | 5 | 4 | 8 | 4

(next part)
SMILES | HIF act | Platelet DG rel | HSF1 inh | KLF5 inh | HSF1 activator | AI-2 QS modul | IEC-6 cytotox | HDAC3 inhib | aSyn 5UTR inh | HSP90 refold inh
CN=C1SC(CC(=O)Nc2ccc(C(=O)O)cc2)C(=O)N1C (stereo unspecified) | -0.4 | 6 | -6 | -15 | -30 | 9 | -7 | -5 | 7 | -1
COc1ccc(/C=N\NC(=O)c2ccccc2F)cc1COc1ccc(F)cc1 | 3.4 | 23 | 0 | 14 | 11 | 7 | 23* | -3 | -48 | 3
CCN(CC)C(=O)CSc1nnc(-c2cccc(OC)c2)o1 | 1.2 | 2 | -9 | -6 | 7 | 13 | 2 | -1 | -32 | 7
O=C(c1ccco1)N1CCN(Cc2ccc(Cl)cc2)CC1 | 0.3 | 3 | -2 | -9 | 5 | 2 | 3 | 7 | 7 | 0
O=C(NNc1ccc(C2CCCCC2)cc1)C(O)(c1ccccc1)c1cccs1 (stereo unspecified) | 0.3 | -3 | -18 | 6 | -25 | -61 | 2 | 12 | -56 | 4
N#CCCn1cc(/C=N/O)c(-c2ccc(F)cc2)n1 | -0.3 | 1 | -10 | -2 | -7 | 53 | -4 | -1 | 16 | -3
Cc1nc2ccc(S(=O)(=O)NCC(=O)Nc3ccc(F)cc3)cc2s1 | 0.3 | 1 | 0 | -19 | 2 | 1 | 2 | 2 | 13 | -2
CC1=C(C(=O)OCc2ccccc2)C(c2ccccc2)NC(=O)N1CCCC(=O)O (stereo unspecified) | 0.3 | 1 | -7 | -29 | -12 | 8 | 2 | 5 | 11 | -2
Cc1onc(-c2c(Cl)cccc2Cl)c1/C(N)=N/OC(=O)C(C)(C)C | -0.1 | 8 | -1 | -10 | -9 | -6 | 0 | 2 | 4 | 0
COc1cc(CN2CCN(CCCc3ccccc3)CC2CCO)cc(OC)c1 (stereo unspecified) | 1.7 | -1 | 1 | 2 | 8 | 7 | 0 | 2 | 17 | 4
COc1ccc(N2CCN(C(=O)CCS(=O)(=O)c3cccc4nsnc34)CC2)cc1 | -0.5 | 7 | 2 | 6 | -9 | 12 | 4 | -2 | -4 | 0
O=C(Nc1ccccc1C(F)(F)F)c1ccccn1 | 4.8 | -5 | 3 | -28 | 19 | 1 | 5 | 2 | -15 | 0
COc1cc(/C=C2\SC(=O)N(c3ccc(O)cc3)C2=O)cc(OC)c1OC | -0.4 | -6 | -3 | 14 | 11 | 28 | -3 | 13 | -26 | 1
COc1cccc(CNC(=O)c2ccccc2SCC(=O)N2CCCC2)c1 | 0.1 | 26 | -48 | / | -61 | 9 | / | 4 | 13 | /
CCOC(=O)Nc1ccccc1C(=O)N1CCOCC1 | -0.3 | 0 | 0 | -2 | -14 | 35 | -3 | 0 | -22 | 2
CCC(C)c1ccccc1NC(=O)C(C)OC(=O)CN1C(=O)NC(C)(C)C1=O (stereo unspecified) | -3.3 | -5 | -5 | / | 1 | 24 | / | 0 | -5 | /
Cc1nc2ccc(NS(=O)(=O)c3ccc(F)c(C)c3)cc2[nH]1 | 0.4 | -1 | 2 | 7 | -8 | -12 | 14 | 3 | -16 | 2
O=S(=O)(Oc1ccc(Cl)cc1)c1cccc2cccnc12 | / | / | / | 0 | / | 3 | -1 | -4 | / | 3
CCCCc1nnc(NC(=O)COc2ccc3c(C)cc(=O)oc3c2)s1 | -0.6 | 9 | 0 | -4 | -6 | 8 | 6 | / | -7 | 5
CC(=O)Nc1ccc(/C=N/NC(=S)NC(C)C)cc1 | 0.7 | 4 | -1 | -21 | 1 | -2 | -8 | 9 | -8 | -7
Cc1ccccc1-n1ncc2c(SCC(=O)NC3CCCC3)ncnc21 | -0.5 | -3 | 1 | -14 | -7 | 6 | 0 | 7 | -16 | 0
Brc1c(-c2ccc3c(c2)OCO3)nc2ncccn12 | 1.6 | -10 | 9 | -29 | 41 | 21 | -4 | 8 | -84 | -1
COc1ccc(C(=O)CC(CC(=O)c2ccc(OC)cc2)C(=O)O)cc1 | -2.8 | 8 | -4 | / | -13 | 54 | / | 1 | 7 | /
CC(C)=NN1C(=O)c2ccccc2NC1(C)C | 1.8 | 8 | 18 | -39 | ? | 17 | 4 | -7 | -4 | -3
O=C(O)c1ccccc1Nc1ccc2nonc2c1[N+](=O)[O-] | 1.6 | 2 | -7 | 3 | -3 | 12 | 2 | / | 3 | 0
Cc1ccc(C2CC(C(F)(F)F)n3nc(C(=O)Nc4c(C)n(C)n(-c5ccccc5)c4=O)cc3N2)cc1 (stereo unspecified) | -0.2 | 3 | -3 | -27 | 10 | 6 | -4 | -4 | 11 | -1
COc1ccc(C2C3=C(CCCC3=O)Nc3nc(C(F)(F)F)nn32)c(OC)c1OC (stereo unspecified) | -0.1 | -6 | 4 | -26 | 22 | 19 | 6 | 6 | 10 | 5
CC(=O)N1CCN(C2=Nc3cccc4cccc2c34)CC1 | 0.6 | -6 | 4 | -41 | -4 | 11 | -1 | 1 | -13 | -4
COc1cccc(-c2nc(NCc3cccnc3)c3ccccc3n2)c1O | -25 | 6 | 8 | -6 | 28 | 4 | 12 | -1 | -4 | 1
O=C(COC(=O)CCc1c[nH]c2ccccc12)Nc1ccc([N+](=O)[O-])cc1 | -0.2 | -11 | 5 | 1 | -7 | 25 | -2 | 3 | 12 | 0
Cc1ccc(C(=O)/C=C2/NC(=O)CS2)cc1 | 3.0 | 2 | 15 | -149 | 28 | 23 | 4 | 0 | -103 | 6

High-throughput results from PubChem.
